Yfh1-depleted yeast – enhancers of respiration in Yfh1-depleted yeast, dose response, Friedreich's ataxia, plus single-dose screen (AID 1465); S. cerevisiae Yfh1-off respiration, WST-1 reduction, 72 h; higher fold induction means a stronger effect; fold induction at 50 µM; hits with a dose series show EC50 in µM; hit rate 0.074% among 220,000;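 active = fold induction of absorbance versus untreated yeast above a set limit, then at least 30% activation at any dose in follow-up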;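 also: activators that raise dye reduction in frataxin-depleted yeast; strong numbers were not always called active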
bCat nuc transl – alters nuclear translocation of beta-catenin in HeLa cells | immunofluorescence imaging | AID 1665 | nuclear translocation activity, % at 5 µM | hit rate 0.3% among 190,000;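 active = nuclear translocation activity above 50% at 5 µM, with a well cell count of 50 or more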;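 also: per-cell ratio of nuclear to cytoplasmic median beta-catenin stain intensity; plate controls were DMSO negative control for no effect and GSK-3 inhibitor IX positive control for full effect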
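System: Human HeLa cells, endogenous beta-catenin | Compound dosing: 5 µM primary, 0.02–20 µM confirmation | Timing: 24 h compound exposure at 37°C, 5% CO2 | Measured by: Fluorescence imaging of beta-catenin antibody stain plus DAPI | Read-out basis: % activation of per-cell nuclear versus cytoplasmic median beta-catenin signal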
MT stabilizer – stabilizes microtubules in HeLa cells; hit rate 0.83% among 200,000; HeLa tubulin immunostaining HCS, 24 h; share of cells brighter than vehicle mean+2SD; % tubulin-high responders, % at 10 µM;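 active = plate Z-score above 3 for both tubulin-high and condensed-nucleus cell shares, with cell loss under 80%, at 10 µM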;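 also: anti alpha tubulin signal scored within the nucleus-defined area of each cell; some results filed as inactive read as strong as hits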
Autophagy mod – modulators of autophagy. MEF GFP-LC3 puncta imaging; test concentration mostly 10 µM. calls only at 10 µM (by protocol). hit rate 0.98% among 190,000;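 active = percentage of spot-positive cells more than 3 SD above its plate mean, without a fluorescence outlier flag or 80% toxicity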;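 also: spot-positive cell cutoff set from DMSO-treated cells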
Dynein transport – blocks dynein driven cargo transport along microtubules. 3617.4 mouse cells, GR-EGFP nuclear translocation imaging; test concentration mostly 20 µM; stimulated with dexamethasone, 1 µM; hits give low values. z-score, hits read low. hit rate 0.47% among 220,000. AID 1381;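 active = plate z-score of nuclear minus cytoplasmic receptor signal below a set negative limit, without overly bright fluorescence or cell loss, cut at about -3.5 in these data, passing the limit was not always enough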;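 also: z-score of nuclear minus cytoplasmic ring GR-EGFP intensity difference per well; some compounds called inactive have numbers as strong as hits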
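Buffer or medium: Induction medium lacking tetracycline, stripped serum | Also added: Dexamethasone agonist, 1.0 µM final, for 30 min | Timing: 48 h induction, 1 h compound, 30 min dex at 37 °C | Detection: Formaldehyde fixation, Hoechst nuclear stain, 10x automated fluorescence imaging | Measure: Nuclear versus cytoplasmic GR-EGFP signal, averaged per well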
PMI inhibition – human PMI inhibitors, high substrate, primary screen, biochemical, fluorescence intensity, high mannose 6-phosphate (AID 1220); inhibition, % at 20 µM; hits with a dose series show IC50 in µM; recombinant PMI enzyme, coupled fluorescence intensity; higher % means a stronger effect; hit rate 0.66% among 190,000
PMI inhibitors – MPI enzyme activity inhibition – biochemical, fluorescence intensity, coupled assay, primary screen (AID 1209). purified PMI enzyme, coupled fluorescence intensity; higher % means a stronger effect. one-dose inhibition, % at 20 µM; IC50 in µM for titrated hits. hit rate 0.42% among 190,000;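 also: plate controls were DMSO vehicle for no effect and wells lacking substrate for full effect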
Ins promoter up – MIN6 insulin promoter up-regulation | MIN6 insulin promoter-GFP reporter, high-content imaging; hits give high values | z-score at 5 µM | hit rate 0.3% among 190,000 | AID 1625;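 active = z-score above 3 at 5 µM with at least 500 cells counted in the well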
WT yeast gro inh – growth inhibition of WT yeast, mitochondrial fusion screen | mitochondrial fusion phenotypic screen, WT strain | AID 1362 | hit rate 2.1% among 190,000 | inhibition, % at 10 µM; in the data active = inhibition above about 58%; tested in S. cerevisiae
WT yeast gro inh mutant strain – second read-out of WT yeast gro inh, no call of its own (marks repeat the call); inhibition, %; mitochondrial fusion phenotypic screen, mutant strain inhibition
Dynein transport cytoplasmic EGFP – second read-out of Dynein transport, no call of its own (marks repeat the call); z-score; measured here: cytoplasmic GR-EGFP intensity; hits give high values
Dynein transport nuclear GR-EGFP – further read-out of Dynein transport, marked with its call; z-score; measured here: nuclear GR-EGFP intensity;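 lower value marks the stronger effect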
Dynein transport cell count – further read-out of Dynein transport, marked with its call; z-score; measured here: cell count per field
Ins promoter up cell count – also measured in Ins promoter up; calls as there; cell count; measured here: cytotoxicity, nuclei count;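 total cells summed across four imaged fields per well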
bCat nuc transl cell count 5 µM – further read-out of bCat nuc transl, marked with its call; cell count; measured here: cell count, cytotoxicity flag
MT stabilizer Hoechst-high % – recorded beside MT stabilizer, whose call it bears; % Hoechst-high responders; measured here: nuclear condensation Hoechst responders;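 share of cells brighter than vehicle mean plus two SD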
MT stabilizer cytotoxicity % – also measured in MT stabilizer; calls as there; toxicity, %; measured here: cytotoxicity by cell density;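 0% = mean cell density of plate MIN control wells and 100% = no cells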
Autophagy mod cell loss 18 h – recorded beside Autophagy mod, whose call it bears; toxicity, %; measured here: cell loss, nuclei count;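 cell loss after 18 h compound exposure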
Active calls of the source: *; & = joins results of further samples. Rule as the data show it, unless noted: active = inhibition above about 50%; inactive = the rest.

Results for Cc1nn(Cc2ccc(F)cc2)c(C)c1NC(=O)c1cccnc1Cl ?
Yfh1-depleted yeast: inactive; bCat nuc transl: -2.6; MT stabilizer: 2.1; Autophagy mod: inactive; Dynein transport: -0.23; PMI inhibition: 7%; PMI inhibitors: 7%; Ins promoter up: 1.1; WT yeast gro inh: 3; WT yeast gro inh mutant strain: -1; Dynein transport cytoplasmic EGFP: 0.17; Dynein transport nuclear GR-EGFP: -0.078; Dynein transport cell count: 1.8; Ins promoter up cell count: 1295; bCat nuc transl cell count 5 µM: 552; MT stabilizer Hoechst-high %: 3.2; MT stabilizer cytotoxicity %: 12; Autophagy mod cell loss 18 h: -14

What do the screens show for `Nc1ccc(S(=O)(=O)N2CCCc3ccccc32)cc1`?
Yfh1-depleted yeast: inactive; bCat nuc transl: 1.2; MT stabilizer: 2.4; Autophagy mod: inactive; Dynein transport: -0.66; PMI inhibition: 2%; PMI inhibitors: 4%; Ins promoter up: 0.4; WT yeast gro inh: 15; WT yeast gro inh mutant strain: -4; Dynein transport cytoplasmic EGFP: -0.23; Dynein transport nuclear GR-EGFP: -0.38; Dynein transport cell count: 0.35; Ins promoter up cell count: 1827; bCat nuc transl cell count 5 µM: 1036; MT stabilizer Hoechst-high %: 4.0; MT stabilizer cytotoxicity %: 4.7; Autophagy mod cell loss 18 h: 13

What do the screens show for `Nc1ccc(S(=O)(=O)NNC(=O)C(=O)NNc2ccccn2)cc1`?
bCat nuc transl: -1.6; MT stabilizer: 3.7; Autophagy mod: inactive; Dynein transport: -0.13; PMI inhibition: 26%; PMI inhibitors: 25%; Ins promoter up: 0.71; WT yeast gro inh: 8; WT yeast gro inh mutant strain: 0; Dynein transport cytoplasmic EGFP: -0.18; Dynein transport nuclear GR-EGFP: -0.19; Dynein transport cell count: -0.97; Ins promoter up cell count: 1706; bCat nuc transl cell count 5 µM: 1048; MT stabilizer Hoechst-high %: 1.7; MT stabilizer cytotoxicity %: 8.3; Autophagy mod cell loss 18 h: -23

What do the screens show for `CN1CCc2c(sc3c2C(=O)NC(c2ccccc2)N3)C1` (stereo unspecified)?
Yfh1-depleted yeast: inactive; bCat nuc transl: -0.9; MT stabilizer: 2.5; Autophagy mod: inactive; Dynein transport: 0.38; PMI inhibition: 33%; PMI inhibitors: 7%; Ins promoter up: 1.1; WT yeast gro inh: 14; WT yeast gro inh mutant strain: -28; Dynein transport cytoplasmic EGFP: -0.076; Dynein transport nuclear GR-EGFP: 1.3; Dynein transport cell count: -1.1; Ins promoter up cell count: 1163; bCat nuc transl cell count 5 µM: 551; MT stabilizer Hoechst-high %: 1.7; MT stabilizer cytotoxicity %: 4.7; Autophagy mod cell loss 18 h: 22

How did CC1(C)CC(=O)N(CC(=O)O)c2ccccc2S1 do in these assays?
Yfh1-depleted yeast: inactive; bCat nuc transl: -3.1; MT stabilizer: 5.0; Autophagy mod: inactive; Dynein transport: -0.73; PMI inhibition: -7%; PMI inhibitors: -6%; Ins promoter up: 0.31; WT yeast gro inh: -14; WT yeast gro inh mutant strain: 4; Dynein transport cytoplasmic EGFP: -0.23; Dynein transport nuclear GR-EGFP: -0.14; Dynein transport cell count: 0.53; Ins promoter up cell count: 1270; bCat nuc transl cell count 5 µM: 916; MT stabilizer Hoechst-high %: 3.2; MT stabilizer cytotoxicity %: 8.5; Autophagy mod cell loss 18 h: 2

What do the screens show for `COc1ccc(/C=C2\CCOC2=O)cc1`?
Yfh1-depleted yeast: inactive; bCat nuc transl: -4.6&-0.5; MT stabilizer: 3.6; Autophagy mod: inactive; Dynein transport: -0.16&-1.5; PMI inhibition: -8%; PMI inhibitors: -5%; Ins promoter up: 1.1&-0.01; WT yeast gro inh: -10; WT yeast gro inh mutant strain: 7; Dynein transport cytoplasmic EGFP: -0.16&-0.23; Dynein transport nuclear GR-EGFP: -0.24&-1.2; Dynein transport cell count: 0.38&0.85; Ins promoter up cell count: 1320&1678; bCat nuc transl cell count 5 µM: 1096&1385; MT stabilizer Hoechst-high %: 1.5; MT stabilizer cytotoxicity %: 3.8; Autophagy mod cell loss 18 h: -8

What do the screens show for `COc1cc(CNCCO)cc(Br)c1OCc1cccs1`?
Yfh1-depleted yeast: inactive; MT stabilizer: 1.8; Autophagy mod: inactive; Dynein transport: -0.39; PMI inhibition: -3%; PMI inhibitors: 5%; WT yeast gro inh: 14; WT yeast gro inh mutant strain: -3; Dynein transport cytoplasmic EGFP: -0.21; Dynein transport nuclear GR-EGFP: -0.51; Dynein transport cell count: 0.39; MT stabilizer Hoechst-high %: 1.2; MT stabilizer cytotoxicity %: 3.0; Autophagy mod cell loss 18 h: -2

How did COc1ccc(-c2nnc(SCC(=O)Nc3ccccc3OC)o2)cc1 do in these assays?
Yfh1-depleted yeast: inactive; bCat nuc transl: 0.4; MT stabilizer: 1.5; Autophagy mod: inactive; Dynein transport: -0.27; PMI inhibition: 15%; PMI inhibitors: 9%; Ins promoter up: 0.48; WT yeast gro inh: 16; WT yeast gro inh mutant strain: -10; Dynein transport cytoplasmic EGFP: -0.21; Dynein transport nuclear GR-EGFP: 0.53; Dynein transport cell count: 1.8; Ins promoter up cell count: 1194; bCat nuc transl cell count 5 µM: 1134; MT stabilizer Hoechst-high %: 3.2; MT stabilizer cytotoxicity %: 14; Autophagy mod cell loss 18 h: 7

What do the screens show for `COC(=O)c1cnc2c(C(F)(F)F)cccc2c1OC`?
Yfh1-depleted yeast: inactive; bCat nuc transl: 0.0; MT stabilizer: 3.0; Autophagy mod: inactive; Dynein transport: 3.2; PMI inhibition: 8%; PMI inhibitors: 9%; Ins promoter up: -0.12; WT yeast gro inh: -6; WT yeast gro inh mutant strain: -2; Dynein transport cytoplasmic EGFP: 0.0043; Dynein transport nuclear GR-EGFP: 2.2; Dynein transport cell count: -2.8; Ins promoter up cell count: 1246; bCat nuc transl cell count 5 µM: 1025; MT stabilizer Hoechst-high %: 2.2; MT stabilizer cytotoxicity %: 4.4; Autophagy mod cell loss 18 h: -1

What do the screens show for `NC(=O)C1(N2CCCCC2)CCN(C(=O)c2ccc(C#CC3(O)CCCCC3)cc2)CC1`?
Yfh1-depleted yeast: inactive; MT stabilizer: 2.3; Autophagy mod: inactive; Dynein transport: 0.59; PMI inhibition: -12%; PMI inhibitors: -6%; Dynein transport cytoplasmic EGFP: 0.67; Dynein transport nuclear GR-EGFP: 0.48; Dynein transport cell count: -0.51; MT stabilizer Hoechst-high %: 1.3; MT stabilizer cytotoxicity %: 6.9; Autophagy mod cell loss 18 h: -4

What do the screens show for `CCOC(=O)Oc1ccc2c(=O)c(Oc3cc(C)cc(C)c3)coc2c1`?
Yfh1-depleted yeast: inactive; bCat nuc transl: 0.4; MT stabilizer: 2.1; Autophagy mod: inactive; Dynein transport: 0.89; PMI inhibition: 3%; PMI inhibitors: 1%; Ins promoter up: -0.44; WT yeast gro inh: 0; WT yeast gro inh mutant strain: 9; Dynein transport cytoplasmic EGFP: -0.22; Dynein transport nuclear GR-EGFP: 1.1; Dynein transport cell count: -0.81; Ins promoter up cell count: 1584; bCat nuc transl cell count 5 µM: 1378; MT stabilizer Hoechst-high %: 1.6; MT stabilizer cytotoxicity %: 8.6; Autophagy mod cell loss 18 h: 21

Results for CC1=C(C(=O)Nc2ccccc2)C(c2ccc(Cl)cc2)n2c(s/c(=C/c3cccc(OCC(=O)O)c3)c2=O)=N1 (stereo unspecified) ?
Yfh1-depleted yeast: inactive; bCat nuc transl: 0.0; MT stabilizer: 5.3; Autophagy mod: inactive; Dynein transport: -1.4; PMI inhibition: 18%; PMI inhibitors: 20%; Ins promoter up: 0.51; WT yeast gro inh: -11; WT yeast gro inh mutant strain: 7; Dynein transport cytoplasmic EGFP: -0.28; Dynein transport nuclear GR-EGFP: -0.79; Dynein transport cell count: 0.76; Ins promoter up cell count: 1326; bCat nuc transl cell count 5 µM: 1510; MT stabilizer Hoechst-high %: 1.6; MT stabilizer cytotoxicity %: 5.6; Autophagy mod cell loss 18 h: 2

How did Oc1ccc2ccccc2c1N=Nc1ccc(F)cc1 do in these assays?
Yfh1-depleted yeast: inactive; bCat nuc transl: -0.1&-3.7; Dynein transport: -0.26&-0.026; Ins promoter up: -0.85&-0.86; Dynein transport cytoplasmic EGFP: -0.26&-0.15; Dynein transport nuclear GR-EGFP: 0.48&-0.028; Dynein transport cell count: -0.16&-0.068; Ins promoter up cell count: 1022&1457; bCat nuc transl cell count 5 µM: 1321&1188

What do the screens show for `Cc1ccc(S(=O)(=O)Cn2nnnc2C(C(C)C)N2CCSCC2)cc1` (stereo unspecified)?
Yfh1-depleted yeast: inactive; bCat nuc transl: -6.6; MT stabilizer: 3.4; Autophagy mod: inactive; Dynein transport: -0.13; PMI inhibition: 32%; PMI inhibitors: 41%; Ins promoter up: 0.82; WT yeast gro inh: 4; WT yeast gro inh mutant strain: -2; Dynein transport cytoplasmic EGFP: -0.18; Dynein transport nuclear GR-EGFP: 0.26; Dynein transport cell count: 0.15; Ins promoter up cell count: 1377; bCat nuc transl cell count 5 µM: 978; MT stabilizer Hoechst-high %: 3.2; MT stabilizer cytotoxicity %: 4.7; Autophagy mod cell loss 18 h: -4

Bioassay records from PubChem BioAssay.
